# High-throughput results (PubChem)
# DNMT1 block: DNMT1 (human) enzyme inhibition | DNMT1 molecular beacon, Hinp1I cleavage, fluorescence | 0.83% of 360,000 active | inhibition (reported as % activation of signal), % at 10 µM; in the data active means inhibition above about 50%
# NadD inh: blocks S. aureus nicotinate mononucleotide adenylyltransferase. inhibition, % at 20 µM. 0.78% of 360,000 active. purified NadD enzyme, colorimetric absorbance read-out; in the data active means inhibition above about 26%; further: some compounds past the cut are filed as inactive
# LMPTP inh: LMPTP (human) inhibition; P24666; recombinant LMPTP-A, OMFP fluorogenic substrate, fluorescence intensity; inhibition, % at 20 µM; 0.22% of 360,000 active;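 active means compounds that cut the enzyme signal by at least half of the control window in the single-dose screen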;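 further: plate controls were DMSO wells with enzyme plus substrate for no effect and substrate without enzyme for full effect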
#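 Test system: LMPTP-A phosphatase enzyme; input: 0.625 nM LMPTP-A final; reagent: OMFP substrate, 400 µM final; compound dosing: 20 µM single dose, 3% DMSO; incubation: 50 min dark incubation at room temperature; measured by: endpoint fluorescence intensity from OMFP dephosphorylation; measure: % inhibition relative to no-enzyme and uninhibited control wells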
# NRP1-CendR mod: NRP-1/CendR interaction modulation. O14786. FAM-RPARPAR peptide binding to NRP-1, fluorescence polarization. inhibition, % at 25 µM. 0.85% of 360,000 active. AID 602438;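 active means inhibition or corrected inhibition above about 18%, plus a signal ratio from 0.5 to 1.5, limit read from the data, passing the limit was not always enough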; further: strong numbers were not always called active
# STEP inh: inhibitors of human striatal-enriched phosphatase STEP; recombinant STEP, OMFP fluorogenic substrate, fluorescence; P54829; inhibition, % at 20 µM; AID 588621; 0.25% of 360,000 active;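 active means inhibition at 20 µM, scaled per plate between control wells, above about 37%, limit read from the data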;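 further: 0% = DMSO with enzyme and substrate and 100% = substrate only without enzyme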
# Target sequence (P54829 whole entry, looked up): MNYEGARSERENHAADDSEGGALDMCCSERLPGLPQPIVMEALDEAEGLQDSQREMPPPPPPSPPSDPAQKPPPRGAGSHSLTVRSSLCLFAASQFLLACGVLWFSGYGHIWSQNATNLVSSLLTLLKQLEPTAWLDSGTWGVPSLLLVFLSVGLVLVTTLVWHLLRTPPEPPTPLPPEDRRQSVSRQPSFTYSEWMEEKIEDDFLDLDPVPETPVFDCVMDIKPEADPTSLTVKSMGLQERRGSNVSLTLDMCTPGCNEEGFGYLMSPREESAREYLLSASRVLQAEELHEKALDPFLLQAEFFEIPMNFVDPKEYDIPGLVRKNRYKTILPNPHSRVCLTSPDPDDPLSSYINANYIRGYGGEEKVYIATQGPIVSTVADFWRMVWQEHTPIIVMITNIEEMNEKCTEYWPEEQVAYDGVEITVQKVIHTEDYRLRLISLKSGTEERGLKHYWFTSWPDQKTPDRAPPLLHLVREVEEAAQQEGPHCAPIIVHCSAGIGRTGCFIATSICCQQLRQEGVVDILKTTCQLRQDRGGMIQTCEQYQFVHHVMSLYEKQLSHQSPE
#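 Also added – OMFP at 25 µM · Test system – STEP tyrosine phosphatase · Technique – FITC-channel fluorescence of OMFP product · Schedule – 20 min at room temperature, dark · Evaluation – control-normalized % inhibition with plate pattern correction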
# SUMO1 PPI mod: modulators of human SUMO1-mediated protein-protein interactions. P63165. 0.33% of 360,000 active. inhibition, % at 20 µM. SUMO1 binding to a labelled peptide, TR-FRET, 1 h. AID 602429; in the data active means inhibition above about 37%
# Rpn11 block: Rpn11 (human) deubiquitinase inhibition; calls only at 20 µM; human 26S proteasome, Ub4-pepOG fluorescence polarization; 20S core pre-blocked with epoxomicin; AID 588493; O00487; 0.59% of 360,000 active;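 active means inhibition at 20 µM, scaled to each plate's controls, above about 33%, limit read from the data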
# Target sequence (O00487 whole entry, looked up): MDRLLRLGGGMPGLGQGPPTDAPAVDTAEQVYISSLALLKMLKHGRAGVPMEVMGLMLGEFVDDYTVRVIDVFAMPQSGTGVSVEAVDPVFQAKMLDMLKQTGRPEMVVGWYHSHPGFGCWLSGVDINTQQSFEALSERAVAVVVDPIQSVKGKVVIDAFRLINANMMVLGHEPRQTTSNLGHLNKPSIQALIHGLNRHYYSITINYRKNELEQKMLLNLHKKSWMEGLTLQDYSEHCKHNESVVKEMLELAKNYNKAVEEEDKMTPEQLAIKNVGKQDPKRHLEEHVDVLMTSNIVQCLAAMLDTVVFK
# MT1-MMP act inh: MT1-MMP (human) activation inhibition. P50281. HT1080 RFP-PRO-GFP cells, GFP/RFP ratio fluorescence, overnight; percent of plate control window, DMSO zero. GFP/RFP ratio change, % at 20 µM. 0.061% of 360,000 active. AID 651647;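 active means GFP/RFP ratio change of at least 30% with cell ATP level not reduced by more than half and red fluorescence within 50% of control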; further: strong numbers were not always called active
#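 system = RFP-PRO-GFP reporter HT1080 cells | dosing = 20 µM single dose, 1% DMSO | timing = overnight cell settling, then overnight compound exposure, 37 °C, 5% CO2 | read-out basis = GFP/RFP fluorescence ratio | controls = DMSO and RFP-L50D-GFP cell wells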
# Scp-1 inhibitor: Scp-1 (human) phosphatase inhibition. Q9GZU7. Recombinant Scp1, phosphopeptide, malachite green phosphate absorbance. inhibition, % at 20 µM. 0.88% of 340,000 active;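 active means inhibition above about 50% at 20 µM, limit read from the data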;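 further: plate controls were DMSO wells with enzyme for no effect and wells lacking enzyme for full effect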
# Target sequence (Q9GZU7 76-261 limits assumed): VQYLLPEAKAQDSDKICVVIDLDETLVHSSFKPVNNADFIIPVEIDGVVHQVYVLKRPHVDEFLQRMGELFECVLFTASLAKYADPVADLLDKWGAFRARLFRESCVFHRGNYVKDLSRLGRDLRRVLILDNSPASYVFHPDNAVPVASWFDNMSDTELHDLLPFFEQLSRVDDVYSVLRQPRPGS
#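 Incubation: 45 min enzyme reaction at room temperature / System: truncated SCP-1 phosphatase (76-261aa) / Reagent: Phospho 17-mer peptide substrate / Buffer or medium: Acidic Tris acetate buffer with magnesium and detergent / Signal: absorbance at 630 nm / Doses: one concentration, 20 µM, with 1.0% DMSO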
# SKN-1 block: C. elegans SKN-1 inhibition. 0.49% of 360,000 active. inhibition, % at 21.8 µM. C. elegans VP596 Pgst-4::GFP/RFP ratio, acrylamide-induced, 24 h. AID 624304;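 active means interference check ratio from 0.5 to 1.5 plus GFP to RFP signal ratio inhibition reaching or exceeding a fixed threshold, cut at about 30% in these data, passing the limit was not always enough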; further: some compounds called inactive have numbers as strong as hits
# Starred values were filed as active, the others as inactive; i = inactive; / = not tested or not shown; + = active, no number. Not all compounds are listed; rates above refer to the full screens.
# Values run as follows: DNMT1 block	NadD inh	LMPTP inh	NRP1-CendR mod	STEP inh	SUMO1 PPI mod	Rpn11 block	MT1-MMP act inh	Scp-1 inhibitor	SKN-1 block
1. CC(C)c1ccc(NC(=O)CSc2nnc(OC(=O)N(C)C)n2C2CC2)cc1
  2	-3	-0.1	-10	-1	6	i	-1	-5	5
2. CCC(=NCc1ccc2c(c1)OCO2)c1c(O)n(C)c(=O)n(C)c1=O
  1	-3	-1.3	-6	2	1	i	4	-9	-10
3. CC(Cc1ccccc1)NC(N)=O (stereo not given)
  4	-4	-2.1	-12	0	-2	i	0	-2	5
4. CCOP(=O)(OCC)c1cc(C)c(O)c(C(C)(C)C)c1
  0	-1	-1.2	2	-2	-2	i	-1	22	8
5. c1ccc2[nH]c(CCN3CCCCC3)nc2c1
  -4	0	1.9	17	1	-15	i	3	/	-6
6. COc1ccc(-n2c(/C=C/c3cccc(F)c3)nc3ccccc3c2=O)c(OC)c1
  -6	1	4.8	-14	-2	-5	i	-3	-2	4
7. CC(CC(C#N)(c1ccccc1)c1ccccc1)N1CCOCC1 (stereo not given)
  2	0	-0.3	14	-4	0	i	-1	-7	8
8. CCOC(=O)[C@]12Cc3ccc(C)cc3[C@H]1N(C1CCCCC1)C(=O)c1ccccc12
  /	-2	0.5	5	/	14	/	-32	/	13
9. CCC(c1ccc(C)cc1)N1C(=O)C2C3CCC(O3)C2C1=O (stereo not given)
  0	-2	0.0	-2	-2	1	i	4	2	10
10. C=CCN1C(=O)/C(=C/c2cc(C)n(-c3ccccn3)c2C)C(=O)NC1=S
  1	1	-0.2	-10	0	5	i	2	-10	18
11. CCC(C)N1C(=O)/C(=C\c2ccc(N3CCCCCC3)cc2)C(=O)NC1=S (stereo not given)
  23	29	0.6	-16	0	4	+	33*	-2	33
12. CCN1CCN(C(=O)COc2ccc3c(c2)C(=O)CC2(CCN(C(C)=O)CC2)O3)CC1
  3	0	-2.8	-4	-4	1	i	4	-1	15
13. O=C1CN(C(=O)COC(=O)Cc2ccccc2)c2ccccc2N1
  1	-4	0.4	10	4	0	i	-1	-8	7
14. CCOC(=O)c1c(C)c(C(=O)N2CCC3(CC2)OCCO3)c(C)n1CC
  2	-2	0.4	-1	0	-1	i	6	0	-9
15. N#Cc1ccc(Cn2cc(C=O)c3ccccc32)cc1
  2	0	1.5	-2	2	3	i	-1	-2	5
16. O=C1NC(=O)C2C1C1(Cl)C(Cl)=C(Cl)C2(Cl)C1(Cl)Cl (stereo not given)
  0	-1	-4.0	12	0	5	i	-6	-2	4
17. CC1SC2(CN3CCC2CC3)NC1=O (stereo not given)
  1	4	-0.3	5	-1	0	i	0	-9	-3
18. C=CCn1c(O)c(Cc2ccc(OCC)cc2)c(=O)[nH]c1=O
  -3	-3	-0.1	12	1	1	i	2	-3	-7
19. CCCCCCOC(=O)c1ccccc1N
  -2	-2	2.0	9	-2	1	i	-5	-2	14
20. Fc1ccccc1CN1Cc2ccccc2-n2nncc2C1
  5	1	-2.1	-6	2	6	i	4	/	3
21. O=C1NC(=O)C(CCOc2ccccc2)(CCc2ccccc2)C(=O)N1
  -4	-5	0.2	5	0	-4	i	2	-7	2
22. C=C(C)C(Cc1c(OC)ccc(C(=O)/C=C/c2ccc(O)cc2)c1O)OO (stereo not given)
  -11	3	2.3	-14	-2	0	i	-6	-4	6
23. O=[N+]([O-])c1ccc(NCCCN2CCOCC2)c2ncccc12
  -3	1	-0.8	-5	0	-28	i	4	-1	11
24. Cc1cc(C)c(NC2=NCCCS2)c(C)c1
  4	-2	-1.4	-5	-12	-2	i	/	5	15
25. CN(C)C(=O)Oc1ccc(-c2cn3cc(Cl)ccc3n2)cc1
  -3	0	0.6	-16	-1	-6	i	3	3	-4
26. COC(=O)C1=C(c2ccc(F)cc2F)C[C@@H]2CC[C@H]1N2C(=O)NCCOc1ccccc1Cl
  0	-3	-0.3	-9	-1	5	i	0	-14	-24
27. CCOC(=O)CC1=C(C(=O)OCC)C2(C(=O)N1)C(C(=O)OC)=C(N)Oc1ccccc12 (stereo not given)
  7	0	-0.4	8	-3	4	i	-7	5	-24
28. C[C@]12CCC3C(CC[C@@H]4C[C@@H](O)CC[C@]34C)C1CC[C@@H]2O (stereo not given in full)
  0	-1	-0.2	3	-4	10	i	4	0	4
29. CN1CCN(c2ccccc2N)CC1
  -5	-5	-3.1	3	-2	-1	i	9	-7	-8
30. Cc1cccc(OCC(=O)N2CCN(Cc3ccc([N+](=O)[O-])cc3)CC2)c1
  1	-2	-1.6	-8	4	-14	i	3	-7	0
31. CC1=CC(O)C(O)C2(C)C1CC1OC(=O)C(O)C3C(C)C(O)C4(O)OCC13C42 (stereo not given)
  9	0	-0.5	-3	6	1	i	-23	0	13
32. COc1ccc(C2CN(C)CC2C(=O)c2ccc(C)cc2)cc1Cl (stereo not given)
  -3	-6	-1.2	4	-1	-3	i	-11	-3	9
33. Cc1ccc(N2C(=O)NC(=O)/C(=C\C=C\c3ccco3)C2=O)cc1C
  66*	2	0.5	-162	0	3	i	-8	0	15
34. COC(=O)CC(=O)c1ccc2c(c1)OCO2
  -1	-1	-1.0	5	-3	-5	i	0	-5	2
35. O=S(=O)(c1ccccc1)N1CCN2CCCC2C1 (stereo not given)
  8	-2	-0.7	4	-3	4	i	1	-2	-15
36. Cc1cc(O)c2c3c(c(=O)oc2c1)CCC(C)C3 (stereo not given)
  0	-9	-1.1	-13	-3	-1	i	-3	-5	-8
37. CN1C(=O)N(C)C(=O)C2(Cc3cc([N+](=O)[O-])ccc3N(C)C2c2ccccc2)C1=O (stereo not given)
  1	5	0.5	-67	1	-17	i	5	-5	8
38. CN(C)CCCN=Cc1c(O)n(CCc2ccc(F)cc2)c(=O)[nH]c1=O
  0	-10	-8.2	2	-2	1	i	-2	-8	2
39. O=C(c1ccc(-c2ccccc2)cc1)C1CCCN(Cc2ccn[nH]2)C1 (stereo not given)
  -3	-3	-0.4	19	-4	0	i	2	-4	8
40. C[C@]12CC[C@H](O)C[C@@H]1CC[C@H]1[C@H]3CCC(=O)[C@@]3(C)CC[C@@H]12
  -1	0	0.7	0	0	5	i	2	/	-6

# Fetched by compound from the entries so far, 2 records:
# Values run as follows: DNMT1 block	NadD inh	LMPTP inh	NRP1-CendR mod	STEP inh	SUMO1 PPI mod	Rpn11 block	MT1-MMP act inh	Scp-1 inhibitor	SKN-1 block
36. Cc1cc(O)c2c3c(c(=O)oc2c1)CCC(C)C3 (stereo not given)
  0	-9	-1.1	-13	-3	-1	i	-3	-5	-8
22. C=C(C)C(Cc1c(OC)ccc(C(=O)/C=C/c2ccc(O)cc2)c1O)OO (stereo not given)
  -11	3	2.3	-14	-2	0	i	-6	-4	6

# Back to the main list, repeating the 4 entries before the break.
# Values run as follows: DNMT1 block	NadD inh	LMPTP inh	NRP1-CendR mod	STEP inh	SUMO1 PPI mod	Rpn11 block	MT1-MMP act inh	Scp-1 inhibitor	SKN-1 block
37. CN1C(=O)N(C)C(=O)C2(Cc3cc([N+](=O)[O-])ccc3N(C)C2c2ccccc2)C1=O (stereo not given)
  1	5	0.5	-67	1	-17	i	5	-5	8
38. CN(C)CCCN=Cc1c(O)n(CCc2ccc(F)cc2)c(=O)[nH]c1=O
  0	-10	-8.2	2	-2	1	i	-2	-8	2
39. O=C(c1ccc(-c2ccccc2)cc1)C1CCCN(Cc2ccn[nH]2)C1 (stereo not given)
  -3	-3	-0.4	19	-4	0	i	2	-4	8
40. C[C@]12CC[C@H](O)C[C@@H]1CC[C@H]1[C@H]3CCC(=O)[C@@]3(C)CC[C@@H]12
  -1	0	0.7	0	0	5	i	2	/	-6
41. O=P1(NCCCn2cc[n+](Cc3nc4ccccc4[nH]3)c2)C=C(c2ccccc2)OC(c2ccccc2)=C1
  -1	-10	-6.1	-1	1	-28	i	2	-6	-3
42. COc1ccc(C(CC(C)=O)c2c(O)c3ccccc3oc2=O)cc1OC (stereo not given)
  4	-3	-1.1	0	0	8	i	0	/	2
43. Cc1c(C(c2ccc(F)cc2)c2c(O)c3ccccc3oc2=O)c(=O)n(-c2ccccc2)n1C (stereo not given)
  1	-1	2.1	2	2	7	i	-2	-16	1
44. Cc1nc2cc(-c3cccc(F)c3)nn2c(C)c1CCC(=O)N1CCC2(CC1)OCCO2
  0	-2	-1.3	6	2	2	i	8	-2	-18
45. C/C1=C\[C@@H](C)C/C=C/[C@H]2[C@@H]3O[C@]3(C)[C@@H](C)[C@H]3[C@H](Cc4c[nH]c5ccccc45)NC(=O)[C@]32C(=O)/C=C/C(=O)[C@@H]1O
  -10	2	2.0	-3	-1	-1	i	9	7	3
46. O=C1c2ccccc2-n2nncc2C2c3cc(Br)ccc3CCN12 (stereo not given)
  5	-5	-1.0	8	1	4	i	4	/	6
47. CC(=C1C(=O)c2ccccc2C1=O)N1CCN(CCN=Cc2c(O)n(C)c(=O)n(C)c2=O)CC1
  -3	0	-4.7	2	-1	-8	i	-12	-7	-17
48. CCN(CC)S(=O)(=O)c1ccc(C(=O)NC2CN3CCC2CC3)cc1 (stereo not given)
  1	-3	-2.8	2	2	7	i	-2	-7	-12
49. COc1ccc2c(c1OC)CN1CCc3cc4c(cc3[C@H]1C2)OCO4
  -1	-1	0.9	5	0	-27	i	-9	-2	11
50. O=C(COc1ccc(Cl)cc1)N(c1ccc(Cl)cc1)C1CN2CCC1CC2 (stereo not given)
  1	-9	-0.2	9	3	-2	i	-5	-13	4
51. CSCCC(c1nnnn1C1CCCCC1)N1CCC(n2c(=O)[nH]c3ccccc32)CC1 (stereo not given)
  -10	1	3.3	-2	0	6	i	-3	/	-1
52. Cc1cccc(C)c1-n1nnnc1C(C1CC1)N1CCC(n2c(=O)[nH]c3ccccc32)CC1 (stereo not given)
  -5	0	6.3	15	0	7	i	-1	/	11
53. CC(C)(C)C(=O)c1cn(Cc2ccccc2)c2ccccc12
  3	-10	2.8	0	3	-1	i	0	-11	1
54. COC(=O)C1=C(c2ccccc2)C[C@@H]2CC[C@H]1N2C
  2	0	-1.2	25*	-1	3	i	2	-6	-4
55. BrCCc1ccccc1
  -3	1	-0.9	2	3	6	i	-3	-6	-8
56. OC1/C(=C/c2ccc(C(F)(F)F)cc2)N2CCC1CC2 (stereo not given)
  3	1	-1.1	-19	-1	-3	i	-3	1	-6
57. O=Cc1cn(Cc2c(F)cccc2Cl)nc1-c1ccccc1
  -1	-2	-0.5	-1	0	6	i	0	-18	5
58. CCC(C)NS(=O)(=O)c1ccc(OCC(=O)N2CCN(CC)CC2)cc1 (stereo not given)
  3	-3	-1.2	-6	1	1	i	-1	-11	10
59. COc1ccccc1CN1CCN(Cc2ccc(Cl)cc2)CC1
  2	-11	-1.0	-8	3	-1	i	4	-8	5
60. COCc1cc(OC(=O)N(C)C)nc2c1c(C)nn2C
  1	5	-2.9	9	-1	3	i	2	-5	6
